HT1080 IDH1KD tx: qHTS for induction of synthetic lethality in tumor cells producing 2HG: qHTS for the HT-1080-IDH1KD cell line; HT-1080 IDH1 knockdown viability, ATP luminescence, 48 h; Potency, µM (titrated, usually from 46.1 µM), inactives show at the top dose activity, negative = toxicity, usual class: cytotoxic; 360,000 compounds, 2% hits;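 further: potency means the concentration at half of the fitted maximal effect; 0% = DMSO wells and -100% = cell-free medium wells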
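IDH1KD HT-1080 cells, 750/well, RPMI + 5% FBS; compound pinned after 2 h settling; 48 h, 37 °C; CellTiter-Glo luminescence; % activity normalised to DMSO and no-cell wells; curves fitted, classed by r2 and efficacy.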
KB-3-1 tox: qHTS assay for MDR1-selective chemotherapeutics: Primary screen using the parental adenocarcinoma cell KB-3-1; 400,000 compounds, 1.4% hits; Potency, µM (series often up to 46.1 µM), for inactives: at the highest dose activity change, negative = cytotoxic, most hits filed as cytotoxic; KB-3-1 viability, CellTiter-Glo ATP luminescence, 72 h; further: potency means the concentration at half of the fitted maximal effect; on the % scale 0 is the no-effect control and ±100 the full control effect; nearly all actives have a fitted effect of over 60% in size
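Viability of parental KB-3-1 cells, measured by CellTiter-Glo luminescence, followed a 72 h incubation at 37 °C with pinned compounds in phenol-red-free DMEM containing 10% FBS.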
SW480 rereplic: A quantitative high throughput screen for small molecules that induce DNA re-replication in SW480 colon adenocarcinoma cells | 340,000 compounds, 1.8% hits | Potency, µM (series often up to 46.1 µM), without a hit: at the highest dose re-replication activation, hits mostly activators | AID 624297, 2012 | SW480 DNA re-replication, Hoechst DNA content imaging, 48 h; further: potency means the concentration at half of the fitted maximal effect; % of control where 0% means no effect; nearly all actives have a fitted effect of over 55% in size
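First, 250 cells per well were seeded. Next, compound or vehicle (23 nL) was pinned in, plates sat 48 hr at 37 C. Finally Hoechst was added for 40 min before fluorescence scanning.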
ATXN2 expr inh: Primary qHTS for Inhibitors of ATXN expression | HEK-293 ATXN2-luciferase reporter, luminescence, 24 h | AID 1745845, 2022 | 360,000 compounds, 0.72% hits | Potency, µM (titrated, usually from 57 µM), without a hit: at the top dose activity change, negative = inhibition, actives largely listed as inhibitors; further: potency means the concentration at half of the fitted maximal effect; on the % scale 0 is the no-effect control and ±100 the full control effect; nearly all actives have a fitted effect of over 55% in size
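ATXN2-luciferase reporter cells (luciferase flanked by upstream and downstream ATXN2 gene portions) were treated 24 h at 37 °C with compounds at up to 57 uM. SteadyGlo luminescence gave expression; GF-AFC fluorescence gave viability.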
ATXN viability: Viability Counterscreen for Primary qHTS for Inhibitors of ATXN expression; Potency, µM (highest dose often 56.7 µM), usual class: cytotoxic; 400,000 compounds, 0.49% hits; S2 cells (HEK-293 line with an ATXN2-luciferase reporter) viability, CellTiter-Fluor protease fluorescence, 24 h; further: potency means the concentration at half of the fitted maximal effect; nearly all actives have a fitted effect of over 40% in size
HT1080-NT tox: qHTS for induction of synthetic lethality in tumor cells producing 2HG: qHTS for the HT-1080-NT fibrosarcoma cell line. 360,000 compounds, 1.6% hits. AID 686970, 2013. HT-1080-NT fibrosarcoma viability, CellTiter-Glo ATP luminescence, 48 h. Potency, µM (series often up to 46.1 µM), inactives show at the highest dose activity, negative = less viability, actives largely listed as cytotoxic;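 further: NT is the 2HG producing partner of a matched IDH1 knockdown line; potency means the concentration at half of the fitted maximal effect; 0% = DMSO-treated cells and -100% = media-only wells without cells; nearly all actives have a fitted effect of over 55% in size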
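Luminescent CellTiter-Glo readout after 48 hours of compound exposure at 37 degrees C defined viability of HT-1080-NT cells. Activity was normalized to DMSO wells and cell-free media wells; concentration-response curves were fitted and assigned curve classes.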
IL1B secr inh: qHTS for Inhibitors of Inflammasome Signaling: IL-1-beta AlphaLISA Primary Screen; THP-1 LPS/ATP IL-1B secretion, AlphaLISA, 16 h; stronger effect = lower value; activity change, % at 57.5 µM; 360,000 compounds, 4.7% hits; in the data active means activity change below about -50%; inconclusive means mostly about -30% to -49%; further: on the % scale 0 is the no-effect control and ±100 the full control effect
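Secreted IL-1B measured by AlphaLISA bead assay after 16 h compound exposure of THP-1 cells; compounds (final up to 57.5 uM) added 1 h before LPS (250 ng/mL) and ATP (1.25 mM) stimulation; lower signal means less secretion.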
HepG2 tox: qHTS for Inhibitors of TGF-b: Cytotox Counterscreen. 410,000 compounds, 0.76% hits. AID 588856, 2011. Potency, µM (highest dose often 46.1 µM), without a hit: at the highest dose activity change, negative = cytotoxicity, usual class: cytotoxic. HepG2 CAGA-GFP viability, ATP luminescence, 18 h; further: potency means the concentration at half of the fitted maximal effect; some results filed as inactive show a strong effect at the top dose
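CellTiter-Glo luminescence gave cytotoxicity after 18 hours at 37 degrees C. The cells were HepG2 CAGA-GFP in 1% FBS DMEM, stimulated with 500 pg/mL TGF-beta after compound addition. %Activity was normalised to no-cell wells (complete cell-killing) and DMSO (no toxicity), and curves were fitted and classified.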
MCF10A rereplic: A quantitative high throughput screen for small molecules that induce DNA re-replication in MCF 10a normal breast cells | MCF 10A DNA re-replication, Hoechst nuclear intensity, 48 h | Potency, µM (doses to about 46.1 µM), for the others: at the top dose activity, positive = re-replication, usual class: activators | 350,000 compounds, 2.9% hits | AID 624296, 2012; further: potency means the concentration at half of the fitted maximal effect; % of control where 0% means no effect; nearly all actives have a fitted effect of over 50% in size
The depositor's hits bear a star; i = inactive; u = inconclusive; x = not tested or not shown; & = joins results of further samples; [ ] = another dose, or the depositor's remark. Unless noted, the call rests on the fitted dose curve; in most records, active means well fitted curve in the direction sought with a large enough effect; inconclusive means small, poorly fitted or top-dose-only effect, or another doubt; inactive means no such curve, though single readings can be large; an effect the other way counts as inactive or inconclusive.

SMILES | HT1080 IDH1KD tx | KB-3-1 tox | SW480 rereplic | ATXN2 expr inh | ATXN viability | HT1080-NT tox | IL1B secr inh | HepG2 tox | MCF10A rereplic
CCOC(=O)c1c(C)[nH]c(C(=O)CSc2nnc(-c3cccs3)n2Cc2ccccc2)c1C | u | -30% | u | u | u | -25% | -6 | -45% | u
COc1cccc(NC(=O)C(C)C)c1 | 8% | 10% | 0% | 8% | i | 10% | 2 | -5% | 1%
COc1ccccc1N1CCN(c2ncc3c(n2)CCN(Cc2ccc(C)s2)C3)CC1 | x | 5% | x | -12% | u | x | x | 0% | x
O=C1CCC(=O)N1OCCCOc1ccc2c(c1)CCC2 | 6% | -1% | -2% | 1% | i | 5% | 6 | -5% | 0%
COCCNc1nc(C)cc(-c2cc(C(=O)Nc3ccccc3)on2)n1 | 10% | 7% | 4% | 8% | i | u | 16 | -3% | 2%
O=C(O)C(Cc1ccccc1)N=C(NS(=O)(=O)c1ccccc1)c1ccccc1 (configuration not stated) | 2% | 2% | 2% | 19% | i | -10% | 17 | 1% | 2%
CC1CCCC(NC(=S)Nc2cccc(S(=O)(=O)N(C)C)c2)C1C (configuration not stated) | u | -5% | 0% | -6% | i | -3% | 26 | -20% | -1%
COc1ccccc1P(=O)(c1ccccc1)c1ccccc1NC(C)=O (configuration not stated) | -2% | 2% | -17% | -6% | i | 2% | -12 | 36% | -1%
COc1ccc(Cc2nnc(NC(=O)c3ccc(C)cc3)s2)cc1OC | 11% | -4% | -2% | -4% | i | 12% | 10 | 0% | -1%
Cc1cccc(N=C2C(=O)Nc3c(Cl)cccc32)c1 | -1% | -3% | 4% | x | i | -20% | 19 | -54% | 17%
Cc1ccc(C(=O)NC2(O)C(=O)c3ccccc3C2=O)cc1C | -1% | -2% | -2% | -36% | i | 3% | -8 | 10% | u
C=CCn1c(=O)/c(=C2/SC(C)=C(C)N2CC)s/c1=C1/C(=O)N(CC)C(=S)N1c1ccccc1 | -4% | -10% | 16% | -6% | i | -5% | -2 | -5% | 8%
CN(C)S(=O)(=O)c1cccc(NC(=O)c2ccccc2OCc2ccc(F)cc2)c1 | -12% | -9% | 1% | -13% | i | -9% | 41 | -15% | 13%
CC(C(=O)O)N(C(=O)c1ccccc1)c1ccc(F)cc1 (configuration not stated) | -2% | 0% | 9% | 1% | i | -2% | 16 | 1% | -12%
N#Cc1ccc(N2CCN(c3ccc(F)cc3)CC2)cc1 | 11% | -15% | -2% | -7% | i | 24% | u | -6% | 3%
CCOC(=O)c1[nH]c2ccc(OC)cc2c1N=CN(C)C | 12% | 0% | -6% | 20% | i | 15% | -25 | 9% | u
CCOC(=O)c1cnn(-c2ccccc2)c1-n1cccc1C(=O)C(=O)Nc1ccc(OC)cc1 | -2% | -2% | 0% | -5% | i | 0% | -14 | 2% | 10%
C[C@H](CO)N1C[C@H](C)[C@@H](CN(C)C(=O)Nc2ccccc2)Oc2c(NS(=O)(=O)c3cn(C)cn3)cccc2C1=O | -6% | 7% | 0% | -37% | i | 3% | -10 | 8% | u
COCCCNC(=O)CN(Cc1ccccc1)S(=O)(=O)c1ccccc1 | 1% | 2% | -10% | x | i | 3% | 25 | 25% | 7%
CCOc1ccc2[nH]c(=O)c(CN(Cc3ccc(C)cc3)C(=O)N3CCCC3)cc2c1 | 7% | -6% | -2% | -18% | i | 6% | 1 | -24% | 0%
CCOC(=O)C(CCC(=O)O)(CCC(C)C)c1csc(N)n1 (configuration not stated) | 6% | 1% | -5% | 3% | i | 2% | 22 | 5% | -2%
COc1ccc2[nH]c(=O)c(CN(CC3CCCO3)C(=S)Nc3ccc(C)cc3)cc2c1 (configuration not stated) | -5% | u | -4% | x | u | -2% | -5 | -1% | -6%
CC(=O)NC(CSc1cc(C)nc2ccc(Br)cc12)C(=O)O (configuration not stated) | 14% | 8% | -14% | x | i | 10% | 10 | 27% | -2%
COc1cccc(-c2ncc3ccccn23)c1 | -5% | -6% | 2% | 39%[activator] | i | -14% | -4 | 6% | -3%
O=C(CN1C(=O)NC2NC(=O)NC21)NN=C1CCCC1 (configuration not stated) | 16% | 10% | 5% | -4% | i | 0% | -3 | -3% | 2%

Next records.
SMILES | HT1080 IDH1KD tx | KB-3-1 tox | SW480 rereplic | ATXN2 expr inh | ATXN viability | HT1080-NT tox | IL1B secr inh | HepG2 tox | MCF10A rereplic
CCOC(=O)N1CCN(C(=O)c2cccc(NC(=O)c3ccco3)c2)CC1 | 0% | 0% | -8% | -27% | i | 8% | -6 | -17% | -1%
CCn1cc(C(=O)N2CCN(c3ccc([N+](=O)[O-])cc3)CC2)c(=O)c2ccc(C)nc21 | -9% | 0% | -1% | -14% | u | 2% | -12 | -10% | 2%
COC(C[C@H](O)CC(=O)COCc1ccccc1)OC | 2% | 22% | -43%[inhibitor] | 1% | i | 1% | 24 | -16% | u
CCS(=O)(=O)N1Cc2ccccc2CC1C(=O)Nc1cc(S(C)(=O)=O)ccc1Cl (configuration not stated) | 21% | 5% | -2% | -10% | i | 15% | -13 | 14% | -9%
CN(C)c1ccc(Nc2ncnc3c2c(-c2ccccc2)cn3-c2cccc(Cl)c2)cc1 | x | -18% | x | 9% | i | x | x | -21% | x
COC(=O)[C@@]12CCCN1[C@H](c1ccc(-c3ccc(C(C)=O)cc3)c(OC)c1)[C@H]1C(=O)N(C)C(=O)[C@H]12 | 11% | 8% | 6% | 5% | i | 5% | 15 | 8% | 12%
CCN(CC)CCNC(=O)c1cn(CC)c2cc(N3CCN(C(=O)c4ccco4)CC3)c(F)cc2c1=O | 6% | 1% | 0% | x | i | 9% | 5 | -20% | 1%
Cc1ccc(S(=O)(=O)NC2(C(F)(F)F)NC(=O)N(CCc3ccccc3)C2=O)cc1 (configuration not stated) | 9% | 9%&-3% | 4% | -25%[11.3 µM] | i | 12% | 4 | -5%&-19% | -7%
Clc1ccccc1-c1ccc(/C=N/n2cnnc2)o1 | -4% | 5.8µM* | 2% | -8% | i | 7% | u | -19% | -3%
O=C(NCCN1CCOCC1)c1ccc(Cl)c(S(=O)(=O)N2CCCCCC2)c1 | -9% | -21% | 1% | -10% | i | 0% | 20 | -35% | 6%
O=[N+]([O-])c1ccc(N2CCNCC2)cc1NCc1cccnc1 | 7% | -1% | 117% | -11% | u | -2% | 15 | -2% | 1%
COc1cc(Cl)c(C)cc1NC(=O)c1ccccc1NC(=O)CN1CCN(c2ccccn2)CC1 | -19% | -13% | 8% | x | i | u | -66* | -6% | u
CN(C)CCCN(C(=O)c1ccc(S(=O)(=O)N2CCCCCC2)cc1)c1nc2ccc(F)cc2s1 | u | -3% | 65% | u | i | u | -105* | -32% | 6%
Cc1ccc(NC(=O)CC(C)S(=O)(=O)c2ccc3c(c2)NC(=O)CO3)cc1C (configuration not stated) | 1% | 0%&2% | 2% | 10%&12% | i | 12% | -11 | 2%&-4% | 0%
Fc1ccccc1C1c2[nH]c3ccccc3c2CCN1Cc1cccn1-c1ncccn1 (configuration not stated) | u | u | u | 55%[activator] | i | u | -7 | -15% | 0%
CC(C)CN(C(=O)COc1ccc(-c2nnco2)cc1)C1CCS(=O)(=O)C1 (configuration not stated) | 13% | x | -6% | 1% | i | 8% | 15 | 11% | u
COc1ccccc1N1CCN(C(=O)c2cnn(-c3ccc(F)cc3F)c2C2CCNCC2)CC1 | x | -3% | x | -4% | i | x | x | -13% | x

9 successive entries already listed:
SMILES | HT1080 IDH1KD tx | KB-3-1 tox | SW480 rereplic | ATXN2 expr inh | ATXN viability | HT1080-NT tox | IL1B secr inh | HepG2 tox | MCF10A rereplic
Clc1ccccc1-c1ccc(/C=N/n2cnnc2)o1 | -4% | 5.8µM* | 2% | -8% | i | 7% | u | -19% | -3%
O=C(NCCN1CCOCC1)c1ccc(Cl)c(S(=O)(=O)N2CCCCCC2)c1 | -9% | -21% | 1% | -10% | i | 0% | 20 | -35% | 6%
O=[N+]([O-])c1ccc(N2CCNCC2)cc1NCc1cccnc1 | 7% | -1% | 117% | -11% | u | -2% | 15 | -2% | 1%
COc1cc(Cl)c(C)cc1NC(=O)c1ccccc1NC(=O)CN1CCN(c2ccccn2)CC1 | -19% | -13% | 8% | x | i | u | -66* | -6% | u
CN(C)CCCN(C(=O)c1ccc(S(=O)(=O)N2CCCCCC2)cc1)c1nc2ccc(F)cc2s1 | u | -3% | 65% | u | i | u | -105* | -32% | 6%
Cc1ccc(NC(=O)CC(C)S(=O)(=O)c2ccc3c(c2)NC(=O)CO3)cc1C (configuration not stated) | 1% | 0%&2% | 2% | 10%&12% | i | 12% | -11 | 2%&-4% | 0%
Fc1ccccc1C1c2[nH]c3ccccc3c2CCN1Cc1cccn1-c1ncccn1 (configuration not stated) | u | u | u | 55%[activator] | i | u | -7 | -15% | 0%
CC(C)CN(C(=O)COc1ccc(-c2nnco2)cc1)C1CCS(=O)(=O)C1 (configuration not stated) | 13% | x | -6% | 1% | i | 8% | 15 | 11% | u
COc1ccccc1N1CCN(C(=O)c2cnn(-c3ccc(F)cc3F)c2C2CCNCC2)CC1 | x | -3% | x | -4% | i | x | x | -13% | x

Screens (PubChem BioAssay)
